# CHRM4 PAM – potentiates acetylcholine response at human M4 receptor; P08173; AID 624126; hit rate 0.4% among 360,000; activation, % at 3 µM; CHO-K1 hM4/Gqi5, Fluo-8 calcium fluorescence, ACh EC20; 0% = ACh EC20, 100% = maximal ACh;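 active means activation above its plate's cutoff, the mean activation of sample wells plus 3 SD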; further: some results filed as inactive read as strong as hits
# Target sequence (P08173 whole entry, looked up): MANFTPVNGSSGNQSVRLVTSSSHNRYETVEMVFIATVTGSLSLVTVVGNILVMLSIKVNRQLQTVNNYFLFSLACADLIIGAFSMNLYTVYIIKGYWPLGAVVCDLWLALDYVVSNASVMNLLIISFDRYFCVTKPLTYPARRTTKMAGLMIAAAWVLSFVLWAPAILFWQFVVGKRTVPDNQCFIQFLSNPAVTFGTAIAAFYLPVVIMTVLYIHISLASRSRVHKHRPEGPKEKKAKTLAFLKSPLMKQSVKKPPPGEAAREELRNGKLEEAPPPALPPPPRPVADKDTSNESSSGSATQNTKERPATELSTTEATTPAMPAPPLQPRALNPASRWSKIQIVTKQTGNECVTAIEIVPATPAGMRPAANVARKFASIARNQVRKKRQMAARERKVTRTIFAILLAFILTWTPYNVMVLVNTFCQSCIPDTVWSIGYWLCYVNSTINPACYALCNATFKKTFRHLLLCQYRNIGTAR
# CHRM5 agonist – agonists of human muscarinic M5 receptor (CHRM5); activation, % at 3 µM; CHO-K1 hM5 cells, Fluo-8 calcium fluorescence; 0% DMSO wells, 100% maximal acetylcholine response; hit rate 0.19% among 360,000; P08912;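 active means activation above the run's mean over test compounds plus 3 SD, cut at about 23% in these data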;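 further: signal is peak over basal fluorescence ratio across the kinetic read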
# Target sequence (P08912 whole entry, looked up): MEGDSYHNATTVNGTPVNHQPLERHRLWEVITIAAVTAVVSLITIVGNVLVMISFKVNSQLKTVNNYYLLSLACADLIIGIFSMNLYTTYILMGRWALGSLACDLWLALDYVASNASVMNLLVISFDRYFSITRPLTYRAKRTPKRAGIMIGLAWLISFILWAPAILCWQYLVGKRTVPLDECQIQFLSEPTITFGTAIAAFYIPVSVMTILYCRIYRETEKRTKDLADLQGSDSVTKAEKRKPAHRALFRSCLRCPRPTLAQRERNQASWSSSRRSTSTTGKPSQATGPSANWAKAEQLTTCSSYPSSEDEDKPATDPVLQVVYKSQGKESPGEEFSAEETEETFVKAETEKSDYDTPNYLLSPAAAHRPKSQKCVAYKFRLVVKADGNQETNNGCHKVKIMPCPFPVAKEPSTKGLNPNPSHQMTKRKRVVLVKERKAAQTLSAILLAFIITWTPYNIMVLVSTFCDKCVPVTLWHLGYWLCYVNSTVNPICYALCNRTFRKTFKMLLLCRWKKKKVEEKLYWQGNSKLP
# CHO-K1 Ca antag – M1 antagonist counterscreen hit in parental CHO-K1 cells | ATP-induced calcium, Fluo-8 fluorescence | inhibition, % at 3 µM | hit rate 0.6% among 360,000 | AID 602250;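 active means inhibition above a per-plate cutoff, the plate's mean sample inhibition plus 3 SD, cut at about 24% in these data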;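 further: 0% = DMSO plus EC80 ATP and 100% = DMSO alone without ATP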
# CHO-K1 Ca ag – M1 agonist counterscreen hit in parental CHO-K1 cells; Fluo-8 calcium fluorescence; scaled to maximal ATP response, vehicle zero; activation, % at 3 µM; hit rate 0.48% among 360,000; AID 602248; in the data active means activation above about 15%;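 further: untransfected CHO-K1 host cells lacking M1 receptor as counterscreen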
# M5 PAM – positive allosteric modulators of human muscarinic M5 receptor; P08912; AID 624038; CHO-K1 hM5, Fluo-8 calcium, ACh EC20 PAM; 0% = ACh EC20, 100% = ACh EC100; activation, % at 3 µM; hit rate 0.3% among 360,000;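 active means activation above the run cutoff, the mean activation of all test compounds plus 3 SD, cut at about 18% in these data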
#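 system = human M5 receptor in CHO-K1 cells | compound = one concentration, 3 µM final (nominal) | schedule = Post-acetylcholine fluorescence recording 140 s | signal = Fluo-8 calcium dye fluorescence, kinetic read | benchmarks = low control EC20 acetylcholine (0%), high control EC100 acetylcholine (100%) | repeats = singlicate, one well per test compound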
# M4 antag – CHRM4 antagonism in calcium assay; CHO-hM4 cells, ACh EC80, Fluo-8 calcium fluorescence; hit rate 0.73% among 360,000; AID 624125; inhibition, % at 3 µM;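 active means inhibition above its plate's cutoff, the mean inhibition of sample wells plus 3 SD, cut at about 27% in these data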;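 further: 0% = acetylcholine EC80 with DMSO and 100% = DMSO without agonist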
# M5 antag – antagonists of human muscarinic M5 receptor (CHRM5); hit rate 0.59% among 360,000; CHO-hM5 cells, Fluo-8 calcium fluorescence, ACh EC80; AID 624040; inhibition, % at 3 µM; P08912;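 active means inhibition above a per-plate cutoff, the mean of that plate's test compounds plus 3 SD, cut at about 27% in these data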;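 further: 0% = acetylcholine EC80 with DMSO and 100% = DMSO without agonist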
# M1 PAM parental – nonselective activator or artifact in parental CHO-K1 calcium assay; AID 602247; hit rate 0.02% among 360,000; activation, % at 3 µM; ATP EC20, Fluo-8 calcium fluorescence; 0% at ATP EC20, 100% at ATP max;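 active means activation above the run cutoff, the mean activation of all test compounds plus 3 SD, cut at about 40% in these data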;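 further: peak over basal fluorescence ratio in a 140 s read after ATP addition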
# CHRM4 agonist – agonists of human muscarinic M4 receptor (CHRM4); P08173; CHO-K1 hM4/Gqi5, Fluo-8 calcium fluorescence; vehicle 0%, full acetylcholine response 100%; activation, % at 3 µM; hit rate 0.14% among 360,000;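 active means activation above the run mean over all test wells plus 3 SD, cut at about 32% in these data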;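 further: peak over basal fluorescence ratio per well then scaled between controls; 0% = DMSO wells and 100% = acetylcholine at EC100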
# * = called active by the depositor.
SMILES,CHRM4 PAM,CHRM5 agonist,CHO-K1 Ca antag,CHO-K1 Ca ag,M5 PAM,M4 antag,M5 antag,M1 PAM parental,CHRM4 agonist
CN(C)S(=O)(=O)n1cnc2ccccc21,1,-3,-8,0.0,3,0,2,3,0
COc1cccc(-c2sc3ccc(OC)cc3c2-c2ccc(O)cc2)c1,15,2,-3,-0.2,1,-4,1,-11,1
COC(=O)c1ccc2c(=O)n(Cc3ccc(C(=O)NC4CCCC4)cc3)c(=S)[nH]c2c1,21*,2,9,-0.1,3,1,-2,-10,2
C=CCNc1nc(NCc2cccc(OC)c2)c2sc(-c3ccccc3)cc2n1,-5,0,10,0.2,-6,-8,3,-10,4
C#CCOCCOCCOCCNc1nc(N2CCN(C(=O)CCCCCCCCCCNC(=O)[C@H](CCCCN)n3cc(C[C@@H](C)CC)nn3)CC2)nc(N2CCN(C(=O)CCCCCCCCCCNC(=O)[C@H](CCCN=C(N)N)n3cc(C[C@@H](C)CC)nn3)CC2)n1,-13,-5,-11,0.1,-2,11,8,-1,2
CC1CCN(S(=O)(=O)c2ccc(S(=O)(=O)N3CCC4(CC3)OCCO4)cc2)CC1,-2,0,-4,0.2,-2,-2,2,8,1
COC(CNC(=O)CN1CCN(Cc2ccc(F)cc2Cl)C1=O)OC,5,-2,-2,1.7,-2,5,3,-3,0
O=C(N/N=C/c1ccc(OC(=O)c2cccc(F)c2)cc1)c1cccnc1,0,2,-19,8.2,-7,-9,21,14,6
CC1CCN(S(=O)(=O)c2ccc(S(=O)(=O)NCc3ccccc3)cc2)CC1,0,-1,-11,0.5,-1,-1,6,19,1
Cc1ccc(-n2ncc3c(NCc4cccnc4)ncnc32)c(C)c1,-8,4,-5,9.5,-15,9,13,2,9
O=C(NCc1ccon1)C1CCC(=O)N(CCc2ccc(Cl)cc2)C1 (configuration not stated),16*,-2,15,0.2,21*,-9,-6,-17,1
COc1cc(C)c(C2NC(=O)c3ccccc3N2)cc1C (configuration not stated),0,0,-14,0.4,4,-7,0,3,2
CC1Cc2ccccc2N1C(=O)c1cnc2sccn2c1=O (configuration not stated),2,7,-4,-0.3,-3,-24,-4,13,-1
COCCn1c(SCCCc2ccccc2)nc2c1c(=O)[nH]c(=O)n2C,9,10,-6,4.1,-2,-11,2,19,5
CCc1ccc(-c2nc(CN3CCC(C(=O)NCCN(CC)c4ccccc4)CC3)c(C)o2)cc1,-5,-5,-8,0.8,-2,-5,-7,21,11
c1cc(-c2nnc3n2CCC3)[nH]n1,3,0,5,0.1,-3,0,-5,-12,1
CC1CCN(C(=O)c2cc(Cl)nc3ccccc23)CC1,2,-3,-3,1.0,-1,1,0,19,1
C=CCn1c(SCC(=O)NCCCO)nc2sc3c(c2c1=O)CCC3,0,1,0,0.8,-3,1,8,12,1
O=C(NC1CCCC1)C(c1ccsc1)N(C(=O)Cc1cccs1)c1ccc(F)cc1 (configuration not stated),4,4,-14,0.4,-1,-7,6,5,1
COCC(=O)Nc1nc(-c2ccc(C)cc2)c(C)s1,8,-3,-16,-0.3,5,-3,-5,21,-3
CC(C)(Oc1ccc(Cl)cc1)C(=O)NCc1ccco1,13,-3,-12,0.2,4,13,-5,10,0
CC(=O)Nc1ccc(Oc2sc(C(=O)c3ccccc3)c(N)c2C#N)cc1,1,-2,0,1.1,-5,-7,1,8,2
O=C(c1cc(Cl)c(=O)n(Cc2ccccc2)c1)N1CCOCC1,2,-2,-7,0.5,2,-2,-2,13,3
Cc1cc(C(=O)CSc2nc3ccccc3c(=O)[nH]2)c(C)n1C,-1,-3,-8,1.5,-5,-5,1,12,4
CC(C)c1ccc(/C=C/C(=O)NCc2ccc(S(N)(=O)=O)cc2)cc1,12,-6,-12,-0.2,4,-1,-7,0,1
Cc1cccc(-c2noc(-c3cc4ccccc4oc3=O)n2)c1,12,0,9,-0.1,-1,14,0,12,1
Cn1nnnc1SCC(=O)N1CCCc2ccccc21,5,-3,-12,0.2,2,-15,-1,22,1
CCOc1ccc(S(=O)(=O)Nc2ccc(C(=O)N(CC)CC(=O)NCc3cccs3)cc2)cc1,4,10,-18,1.3,-4,-16,-1,14,2
CCCC(=O)OCC(=O)Nc1ccccc1Sc1ccccc1,9,-4,-14,-0.1,1,-1,-1,26,-2
Cc1cc(NC(=O)c2cc3cccc([N+](=O)[O-])c3[nH]2)ccc1F,-38,-1,13,8.4,-30,16,11,-10,17
COc1cccc(C(=O)Nc2nc(-c3ccc(S(=O)(=O)N4CCOCC4)cc3)cs2)c1,-19,0,20,3.8,-15,-2,10,-1,14
CC(=O)c1ccc(N2CCN(S(=O)(=O)c3cccc4nsnc34)CC2)cc1,-1,-1,24*,-0.3,-2,-1,-14,-17,1
O=C(NCc1cccnc1)C1CC(c2ccccc2O)=NO1 (configuration not stated),-3,2,-17,0.4,0,-5,-1,-1,2
Cc1cccc(NC(=O)Cn2nc([N+](=O)[O-])c(Br)c2C)n1,2,1,-5,4.8,4,-3,8,15,1
CCc1ccc(NC(=O)CC2C(=O)NCCN2C(=S)Nc2ccccc2)cc1 (configuration not stated),5,-3,-2,-0.4,0,-5,4,9,0
Cc1ccc(C(=O)Nc2ccc(N3CCCC3)cc2)c(C)c1,-10,-3,-8,0.3,4,-1,6,14,-1
O=C1OC(Nc2cc(Br)cc3cccnc23)c2ccccc21 (configuration not stated),-4,-1,-2,0.4,1,5,-2,15,1
CC1(C(=O)Nc2cnc3ccccc3c2)CCN1Cc1cc2ccccc2o1 (configuration not stated),-12,0,35*,2.7,-11,15,20,-16,11
COc1cc(OC)cc(C(=O)NNC(=O)CCC(=O)c2cccs2)c1,1,0,6,0.0,-2,2,8,-25,1
CC(=O)N1CCN(C(=S)Nc2cc(S(=O)(=O)N3CCOCC3)ccc2Cl)CC1,-9,-4,-13,0.1,-4,4,11,4,0
CC(C)CNC(=O)CN1c2cccc3cccc(c23)S1(=O)=O,5,-1,-5,0.9,-1,-23,7,2,5
CCOC(=O)N1CCC(N2CCN(CCC(C)C)C(CCO)C2)CC1 (configuration not stated),-17,-10,-1,0.8,-3,63*,-3,22,1
CSc1nnc(C)c(=O)[nH]1,2,2,-6,0.1,1,3,4,12,0
O=C(OCC(=O)N1CCN(c2ccccc2)CC1)c1cc(Cl)ccc1[N+](=O)[O-],-5,-3,19,0.0,-9,3,15,-7,2
O=C(CCCc1ccccn1)c1cccc2ccccc12,3,-8,-9,0.0,-2,-17,6,9,5
COc1ccc(NC(=O)CN(C)C(=O)c2n[nH]c3ccccc23)cc1,-1,3,-3,0.6,-9,1,6,-2,2
Cc1cc([N+](=O)[O-])nn1CC(=O)Nc1c(C)n(C)n(-c2ccccc2)c1=O,16,-2,1,-0.7,6,-8,-17,2,1
O=C(COC(=O)c1nc(Cl)ccc1Cl)Nc1ccc2[nH]c(=O)[nH]c2c1,8,0,-2,0.1,6,-13,3,-4,1
CSCCC(NC(=O)c1ccco1)c1nc2ccccc2[nH]1 (configuration not stated),-3,-1,-8,0.4,6,3,8,-18,0
COc1cc2c(cc1OC)CN(C(=O)/C=C/c1ccc(F)cc1)CC2,1,-1,-12,-0.4,5,-6,3,-9,1

# Sorted by molar mass (ascending): part of the list above
SMILES,CHRM4 PAM,CHRM5 agonist,CHO-K1 Ca antag,CHO-K1 Ca ag,M5 PAM,M4 antag,M5 antag,M1 PAM parental,CHRM4 agonist
c1cc(-c2nnc3n2CCC3)[nH]n1,3,0,5,0.1,-3,0,-5,-12,1
COCC(=O)Nc1nc(-c2ccc(C)cc2)c(C)s1,8,-3,-16,-0.3,5,-3,-5,21,-3
Cc1cccc(-c2noc(-c3cc4ccccc4oc3=O)n2)c1,12,0,9,-0.1,-1,14,0,12,1
Cc1cc(NC(=O)c2cc3cccc([N+](=O)[O-])c3[nH]2)ccc1F,-38,-1,13,8.4,-30,16,11,-10,17
Cc1ccc(-n2ncc3c(NCc4cccnc4)ncnc32)c(C)c1,-8,4,-5,9.5,-15,9,13,2,9
COc1cc2c(cc1OC)CN(C(=O)/C=C/c1ccc(F)cc1)CC2,1,-1,-12,-0.4,5,-6,3,-9,1
COc1cccc(-c2sc3ccc(OC)cc3c2-c2ccc(O)cc2)c1,15,2,-3,-0.2,1,-4,1,-11,1
O=C(COC(=O)c1nc(Cl)ccc1Cl)Nc1ccc2[nH]c(=O)[nH]c2c1,8,0,-2,0.1,6,-13,3,-4,1
CC(=O)c1ccc(N2CCN(S(=O)(=O)c3cccc4nsnc34)CC2)cc1,-1,-1,24*,-0.3,-2,-1,-14,-17,1
O=C(OCC(=O)N1CCN(c2ccccc2)CC1)c1cc(Cl)ccc1[N+](=O)[O-],-5,-3,19,0.0,-9,3,15,-7,2
COC(=O)c1ccc2c(=O)n(Cc3ccc(C(=O)NC4CCCC4)cc3)c(=S)[nH]c2c1,21*,2,9,-0.1,3,1,-2,-10,2
O=C(NC1CCCC1)C(c1ccsc1)N(C(=O)Cc1cccs1)c1ccc(F)cc1 (configuration not stated),4,4,-14,0.4,-1,-7,6,5,1
CCOc1ccc(S(=O)(=O)Nc2ccc(C(=O)N(CC)CC(=O)NCc3cccs3)cc2)cc1,4,10,-18,1.3,-4,-16,-1,14,2

# Following part.
SMILES,CHRM4 PAM,CHRM5 agonist,CHO-K1 Ca antag,CHO-K1 Ca ag,M5 PAM,M4 antag,M5 antag,M1 PAM parental,CHRM4 agonist
COc1cccc(C2CC(c3cccc(C)c3)n3ncnc3N2)c1 (configuration not stated),-1,-4,-13,0.8,1,-7,4,-4,1
CCn1ncc(NC(=S)NCCc2ccc(OC)c(OC)c2)c1C(N)=O,10,1,-15,-0.1,0,-7,8,9,1
CCN(CC)CC#CCC(O)(c1ccccc1)C1CCCC1 (configuration not stated),-21,-6,-11,0.9,-23,95*,95*,10,1
COC(=O)c1sccc1NC(=O)c1cccc(OC)c1,-1,-5,-7,0.2,-6,-7,1,10,0
O=C(Nc1ccc([N+](=O)[O-])cc1)c1ccccc1F,0,-7,-22,1.3,3,-8,-11,19,3
Cc1cc(NC(=O)CSCCc2ccncc2)no1,3,3,-9,0.9,-2,-10,1,21,1
CC1(C)Cc2nc(NCCN3CCOCC3)c(C#N)cc2CO1,10,-2,-21,0.8,1,-1,-6,30,2
CC1CCCC(C)N1C(=O)CSc1nc2c(c(=O)n(C)c(=O)n2C)n1C (configuration not stated),-2,-5,-16,1.7,2,-21,5,12,2
COc1ccc(OC)c(NC(=O)/C=C/c2ccccc2[N+](=O)[O-])c1,0,2,-10,1.9,-2,1,-3,22,3

# 2 compounds picked at random from the list so far, as already listed:
SMILES,CHRM4 PAM,CHRM5 agonist,CHO-K1 Ca antag,CHO-K1 Ca ag,M5 PAM,M4 antag,M5 antag,M1 PAM parental,CHRM4 agonist
COc1cccc(C2CC(c3cccc(C)c3)n3ncnc3N2)c1 (configuration not stated),-1,-4,-13,0.8,1,-7,4,-4,1
CCN(CC)CC#CCC(O)(c1ccccc1)C1CCCC1 (configuration not stated),-21,-6,-11,0.9,-23,95*,95*,10,1
